# HT1080 cytotoxicity: cytotoxicity in HT1080 fibrosarcoma cells, cell-based, fluorescence readout (AID 620); HT1080 viability, fluorescence; higher % means a stronger effect; one-dose cytotoxicity, % at 10 µM; EC50 in µM for titrated hits; hit rate 0.42% among 87,000; in the data active means cytotoxicity above about 50%;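 further: cells exposed to compound overnight then 4 h with Alamar Blue; 0% = vehicle DMSO and 100% = killing control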
# Numbers without * were called inactive. Only part of the results is shown (hit frequency here may not be typical).
# The opening 3 entries as a preview:
SMILES,HT1080 cytotoxicity
COc1ccccc1C1CC(c2c(-c3ccccc3)c3cc(Cl)ccc3[nH]c2=O)=NN1S(C)(=O)=O (centres undefined),28.8%
O=C(CNC(=O)c1cccs1)OCC(=O)c1ccc2ccccc2c1,-12.7%
CC(C)OCC(O)CS(=O)Cc1ccccc1 (centres undefined),-1.5%

# All compounds of this part (from the top)
SMILES,HT1080 cytotoxicity
COc1ccccc1C1CC(c2c(-c3ccccc3)c3cc(Cl)ccc3[nH]c2=O)=NN1S(C)(=O)=O (centres undefined),28.8%
O=C(CNC(=O)c1cccs1)OCC(=O)c1ccc2ccccc2c1,-12.7%
CC(C)OCC(O)CS(=O)Cc1ccccc1 (centres undefined),-1.5%
COc1ccc(C)cc1S(=O)(=O)Nc1ccccc1,11.6%
Cc1sc2ncnc(SCC(=O)c3ccc(Cl)s3)c2c1C,-9.3%
CC1=C(C(=O)Nc2ccc(C)cc2C)C(c2ccc(C)o2)NC(=O)N1 (centres undefined),2.7%
Cc1cc(NC(=O)C(C)Oc2ccc(Cl)cc2Cl)n(-c2ccccc2)n1 (centres undefined),-1.4%
NC1=NC2(CCCCC2)N(c2cccc(Cl)c2)C(N)=N1,-9.6%
CCOC(=O)CSc1nc2sccc2c(=O)[nH]1,6.3%
O=C(Nc1ccc(-c2nnc3n2CCCCC3)cc1)c1cnccn1,1.2%
Cc1cc(SCCC(=O)O)nc2c(C)cccc12,-8.1%
CC1CCCC(NC(=S)Nc2ccc(SC(F)F)cc2)C1C (centres undefined),-1.8%
O=C(Nc1ccccc1)Nc1ccc(C(=O)N2CCOCC2)cc1,-11.8%
C=C1c2cc(C)ccc2NC(=O)N1c1ccc(C)cc1,34.6%
O=C(Nc1ccc2oc(-c3ccccc3)nc2c1)c1ccccc1F,1.8%
N#C/C(=C\c1ccc(-c2cccc(Cl)c2)o1)C(=O)Nc1cccc2cccnc12,-7.0%
Cc1ccc(C(=O)Nc2ccc(O)cc2C(=O)O)cc1,25.9%
O=C(COc1ccccc1)Nc1ccc(S(=O)(=O)N2CCCCCC2)cc1,3.5%
COc1ccc(-c2nc(Cc3ccc(Cl)cc3)no2)cc1OC,21.0%
O=C(C1CC1)N1CCC(c2nc(-c3ccc(S(=O)(=O)N4CCCC4)cc3)no2)CC1,30.6%
O=C(CSc1nnc(-c2ccccc2O)o1)Oc1ccc(Br)cc1,17.9%
Cc1ccc2c(C)nc(Nc3nc(CSc4nnc(C)s4)cc(=O)[nH]3)nc2c1,23.3%
CC(CC(C)C(=O)Nc1ccccc1C(C)(C)C)C(=O)O (centres undefined),-4.6%
Cc1cc(C)cc(NC(=O)CN2CCCN(S(=O)(=O)c3ccc(Br)s3)CC2)c1,-0.4%
CCCc1ccc(OC(=O)c2cccs2)cc1,7.5%
# Following part
SMILES,HT1080 cytotoxicity
CC(C)(C)n1nc2c(c1NC(=O)COc1ccc3ccccc3c1)CS(=O)(=O)C2,3.8%
COCCNC(=O)c1ccc(C)c(S(=O)(=O)Nc2ccc(C)cc2)c1,-3.9%
CCc1ccc2c(c1)C1(NN=C(c3ccccc3)S1)C(=O)N2 (centres undefined),30.6%
Cc1c(C#N)c2ccccc2n1CC(=O)NC(C)c1ccccc1 (centres undefined),-0.2%
Cc1cccc(C)c1OCC(O)CNC(C)(C)C (centres undefined),-3.1%
C[C@H](NC(=O)NC1CCCc2ccccc21)C(=O)O (some centres undefined),-0.4%
CC(C)(C)c1cn(-c2ccc(F)cc2)c(=S)[nH]1,-5.9%
c1ccc2nc3c(cc2c1)CCCCCC3,-0.8%
O=C(CCN1CCCC1)Nc1ccccc1,-10.3%
Cc1sc(NC(=O)c2ccco2)nc1-c1ccccc1,1.7%
COc1ccc(-c2csc(C)n2)cc1,18.5%
Cc1ccc(C(=O)N2C3C=CC(C3)C2(C(F)(F)F)C(F)(F)F)cc1 (centres undefined),-10.4%
COc1cc(OC)c(NC(=O)CCc2ccccc2)cc1Cl,-15.4%
O=C(CSc1nc2cccnc2n1Cc1ccccc1)NC1CCCCC1,-0.2%
COC(=O)[C@@]1(Cc2ccc(F)cc2)[C@H]2c3cc(C(=O)N(C)C)n(Cc4ccc(OC)c(OC)c4)c3C[C@H]2CN1C(=O)c1ccccc1,-19.9%
CCCc1ccc(Oc2cc(C)nc(N3CCOCC3)n2)cc1,-3.0%
CCOc1cc(CO)cc(Br)c1OCC(=O)O,8.2%
O=C(CSc1nnc(-c2ccncc2)n1-c1ccccc1)N1CCN(c2ccc(Cl)cc2)CC1,-16.9%
COc1ccc(C2=NOC(C(=O)NCc3ccccn3)C2)cc1OC (centres undefined),-1.2%
C=CCc1c(C)nc(C)nc1N/N=C/c1ccc(F)cc1,-7.8%
CC1=NN(/C(=N\c2nnc(C)s2)Nc2ccccc2)[C@H](c2cccc3ccccc23)S1,-4.2%
Cc1ccc2cc(C(c3nnnn3Cc3ccccc3)N3CCc4ccccc43)c(=O)[nH]c2c1 (centres undefined),1.1%
CCOc1cc(NS(=O)(=O)c2ccc(OC)cc2)c(OCC)cc1NC(=O)c1ccco1,-2.4%
Cc1ccc(-n2c(=O)c(C#N)cc3c(=O)n4ccccc4nc32)cc1C,13.2%
CCCSc1nc(N2CCOCC2)c2c(c1C#N)CC(C)(C)SC2,31.2%
# (next part)
SMILES,HT1080 cytotoxicity
CC(C(=O)N1CCc2ccccc21)n1cccc1 (centres undefined),-9.9%
CNCCCOc1ccc(C)cc1Br,-19.4%
Cc1cc(N2C(=O)C(O)=C(C(=O)c3ccco3)C2c2ccc(O)cc2)no1 (centres undefined),-6.0%
Oc1ccc(CN2CCc3ccccc3C2)c2cccnc12,33.5%
COc1ccc(-c2nnc(-c3cccnc3)o2)cc1,-1.6%
O=c1c2c3c(sc2nc2n1CCCC2)CCCCC3,12.9%
CS(=O)(=O)N(CC(=O)Nc1ccccc1)Cc1ccc(Cl)cc1,-10.9%
CCc1ccc(N(C(=O)c2ccco2)C(C(=O)NC2CCCC2)c2ccco2)cc1 (centres undefined),-26.9%
CC1CCCN(c2nc3nonc3nc2N2CCCC(C)C2)C1 (centres undefined),-8.0%
O=C(c1ccccc1Cl)N1CCNCC1,-4.1%
CCOc1ccc(S(=O)(=O)Nc2ccc(S(=O)(=O)N3CCCCC3)cc2)cc1,-3.0%
COC(=O)[C@@H]1C[C@@]2(O)[C@H](O)[C@H](O)[C@H](O)C[C@H]2N1Cc1cc(F)ccc1F,0.8%
Cc1cc2c(C)nc3ccccc3c2o1,-15.3%
CCOC(=O)/C(=C/Nc1ccccc1)[N+](=O)[O-],-10.2%
COC(=O)[C@H](Cc1ccccc1)NC(=O)NCc1ccccc1OC,-4.0%
Cc1ccc(C(C(=O)NC2CCCCC2)N(Cc2ccco2)C(=O)C2COc3ccccc3O2)o1 (centres undefined),4.1%
CN(C)CC(=O)Nc1nc(-c2ccccc2)cs1,32.4%
CC1(C)CC(=O)c2cc(OCC(=O)N3CCCCCC3)ccc2O1,-7.1%
CC(C)CC(=O)N/C(N)=N/c1nc2ccccc2s1,-11.8%
COCCNCC(=O)NCC12CC3CC(CC(C3)C1)C2,15.4%
C=CCn1c(SCCOc2ccccc2)nnc1C(C)NC(=O)c1ccccc1 (centres undefined),-10.0%
CCOC(=O)c1cn2c3c(c(F)c(F)cc3c1=O)SC(N1CCOCC1)=N2,-0.9%
COCCCNC(=O)CCc1ccc(S(=O)(=O)Nc2ccc(C)cc2)cc1,-8.8%
COC(=O)/C(=C\Nc1ccccc1N)c1ncc(C(F)(F)F)cc1Cl,3.4%
CCC(C)NC(=O)c1cc2cc3ccc(OC)cc3nc2s1 (centres undefined),-3.3%

# Look-ups from the entries so far:
# HT1080 cytotoxicity with COC(=O)/C(=C\Nc1ccccc1N)c1ncc(C(F)(F)F)cc1Cl = 3.4%
# HT1080 cytotoxicity with NC1=NC2(CCCCC2)N(c2cccc(Cl)c2)C(N)=N1 = -9.6%
# HT1080 cytotoxicity with CC1(C)CC(=O)c2cc(OCC(=O)N3CCCCCC3)ccc2O1 = -7.1%
# HT1080 cytotoxicity with Cc1cc2c(C)nc3ccccc3c2o1 = -15.3%
# HT1080 cytotoxicity with CCOC(=O)c1cn2c3c(c(F)c(F)cc3c1=O)SC(N1CCOCC1)=N2 = -0.9%
# HT1080 cytotoxicity with O=C(COc1ccccc1)Nc1ccc(S(=O)(=O)N2CCCCCC2)cc1 = 3.5%
# HT1080 cytotoxicity with O=C(CNC(=O)c1cccs1)OCC(=O)c1ccc2ccccc2c1 = -12.7%

# (further entries)
SMILES,HT1080 cytotoxicity
Cc1cccnc1NC1OC(=O)c2ccccc21 (centres undefined),13.9%
Cc1cc(C)c(C(=O)c2ccc(C(=O)NC(C)(C)C)cc2)c(C)c1,5.1%
NC(=S)Nc1nc2ccccc2[nH]c1=O,11.4%
CC(NC(=O)Cc1c(F)cccc1Cl)C1CCCO1 (centres undefined),-4.3%
Brc1ccc(C2=CC(c3cccs3)n3ncnc3N2)cc1 (centres undefined),-15.1%
COCCCn1c(SCc2nnc(-c3ccc(OC)c(OC)c3)o2)nnc1-c1ccncc1,-12.9%
Cc1ccc2[nH]c3c(c2c1)CCCC3=O,-13.5%
COc1ccc(Cn2c(C)cc3c(c2=O)C(c2cccs2)C(C#N)=C(N)O3)cc1OC (centres undefined),-5.8%
COc1nc(Nc2ccc(C(C)C)cc2)nc(OC)n1,-5.3%
Cc1cc2cc3c(cc2nc1SCC(=O)N1c2ccccc2CC1C)OCO3 (centres undefined),-5.4%
COc1ccc(-c2nc(N)n[nH]2)cc1,31.7%
CCCc1c(O)nc(SCCN(CC)CC)[nH]c1=O,17.5%
O=C(CN1CCOCC1)Nc1nc2ccc(F)cc2s1,-4.6%
COc1ccccc1NC(=O)C1=C(C)Nc2nc(-c3ccccc3)nn2C1c1ccccn1 (centres undefined),-9.6%
CCOC(=O)CC(=O)Nc1ccc(C)cc1,-5.3%
Cc1ccc(S(=O)(=O)N(C)CC(=O)NCc2ccncc2)cc1,0.8%
O=C1CN(CC(=O)Nc2ccc(Cl)cc2)CCN1,11.1%
Cc1c(NC(C)c2ccccc2O)c(=O)n(-c2ccccc2)n1C (centres undefined),0.9%
CCc1ccc(C(=O)NC(CC(C)C)C(=O)O)cc1 (centres undefined),-7.9%
Cn1c(=O)c2cc(S(=O)(=O)NCCC(=O)NC3CCCCCC3)ccc2n(C)c1=O,-1.5%
CCCCOC(=O)Cn1c2ccc(OC)cc2c2nc3ccccc3nc21,16.4%
CCOC(=O)C1CCN(S(=O)(=O)c2ccc(C)cc2)CC1,-11.6%
COc1ccc(CCn2c(C)cc(C(=O)CSc3nc(N)cc(=O)[nH]3)c2C)cc1,-9.3%
Cc1cc2ccccc2n2c(SCC(=O)NCc3cccs3)nnc12,15.3%
C=CCc1ccc(OCCOCCN(C)C)c(OC)c1,-10.7%

# Part of the list above in a different format.
molecule	HT1080 cytotoxicity
Brc1ccc(C2=CC(c3cccs3)n3ncnc3N2)cc1 (centres undefined)	-15.1%
CC(NC(=O)Cc1c(F)cccc1Cl)C1CCCO1 (centres undefined)	-4.3%
Cn1c(=O)c2cc(S(=O)(=O)NCCC(=O)NC3CCCCCC3)ccc2n(C)c1=O	-1.5%
NC(=S)Nc1nc2ccccc2[nH]c1=O	11.4%
COc1ccc(Cn2c(C)cc3c(c2=O)C(c2cccs2)C(C#N)=C(N)O3)cc1OC (centres undefined)	-5.8%

# Later entries
SMILES,HT1080 cytotoxicity
CC(CNC(=O)CC(C)(C)C)NC(=O)CC(C)(C)C (centres undefined),-5.8%
CC(C)Cc1ccc(C(C)C(=O)OCC(=O)c2c[nH]c3ccccc23)cc1 (centres undefined),-17.7%
O=C(CSc1ncn(-c2ccccc2)n1)Nc1nc(-c2ccccc2)cs1,-9.6%
CC1CCCC(C)N1C(=O)Cn1cc(/C=C2/C(=O)Nc3ccccc32)c2ccccc21 (centres undefined),-7.9%
CCC(=O)NCCc1nc2ccccc2[nH]1,17.9%
CC(C)(C)NC(=O)CSc1ccc(C(C)(C)C)cc1,-13.8%
N#CC1=C(N)Oc2cc3ccccc3cc2C1c1cccs1 (centres undefined),-2.7%
O=C(Oc1ccc(-c2cnc3ccccc3n2)cc1)c1ccc(Br)o1,-14.9%
Cc1ccc2cc(C#N)c(N3CCCN(S(=O)(=O)c4ccccc4)CC3)nc2c1C,-3.2%
CCOC(=O)C(NCc1ccc(F)cc1)(NC(=O)c1ccccc1)C(F)(F)F (centres undefined),-4.8%
COc1ccc2c(c1)CC/C(=C\c1ccc(OC)c(Cn3cccn3)c1)C2=O,26.5%
Clc1ccc2c(c1)-c1nnc(Br)n1-c1ccccc1S2,20.4%
CCn1c(-c2cc3ccccc3cc2O)n[nH]c1=S,3.8%
CN(C)S(=O)(=O)c1ccc(C(=O)Nc2ccccc2F)cc1,8.3%
COc1ccc(CN(C(=O)c2cc3ccccc3oc2=O)C2CCCCC2)cc1OC,-4.6%
CC1=CCC(C(=O)N/N=C/c2cccs2)C(c2ccc(F)cc2)C1 (centres undefined),10.6%
O=C(NCc1ccncc1)C1COc2ccccc2O1 (centres undefined),8.5%
O=C(Nc1nnc(C(F)(F)F)s1)c1ccc(N2C(=O)C3C4C=CC(C4)C3C2=O)cc1 (centres undefined),13.3%
O=c1c2cc(F)ccc2[nH]c(=S)n1CCCN1CCOCC1,28.6%
Cc1cc(NCCO)nc(N2CCOCC2)n1,-6.6%
Cc1ccc(C(=O)OCC(=O)Nc2ncc(C(F)(F)F)cc2Cl)cc1NC(=O)c1ccco1,-5.3%
CCOC(=O)C(CSCC(=O)c1ccc(Br)cc1)NC(=O)OC(C)(C)C (centres undefined),17.6%
COCCN(CC(=O)NCC1CCCO1)C(=O)CCC(=O)Nc1cc(C)ccn1 (centres undefined),5.7%
O=C(CCS(=O)(=O)Cc1ccccc1)N1CCc2ccccc2C1,27.5%
C[C@@H](C(=O)Nc1ccc2ccccc2c1)[C@H]1C[C@]1(C)[C@H](NC(=O)OCc1ccccc1)c1ccccc1,-17.6%
CC1=C(C#N)C(c2cccnc2)C2=C(CCCC2=O)N1 (centres undefined),8.7%
CCn1cnc2cc(NCc3ccc(OC)cc3)ccc21,29.6%
CN(C)c1ccc(C(=O)NCC2CCCO2)cc1 (centres undefined),-10.7%

# Sorted by formula weight (lowest first): some entries from above.
SMILES,HT1080 cytotoxicity
CCn1c(-c2cc3ccccc3cc2O)n[nH]c1=S,3.8%
O=C(Oc1ccc(-c2cnc3ccccc3n2)cc1)c1ccc(Br)o1,-14.9%
CCOC(=O)C(CSCC(=O)c1ccc(Br)cc1)NC(=O)OC(C)(C)C (centres undefined),17.6%
